Assay outcomes from PubChem BioAssay.
POLH inh = qHTS for Inhibitors of Polymerase Eta. 1.2% of 390,000 active. recombinant Pol eta, fluorescent DNA replication assay. DNA polymerase eta (Homo sapiens), Q9Y253. Potency, µM (series often up to 114 µM), without a hit: top-dose activity change, negative = inhibition, actives largely listed as inhibitors; also: % is scaled to controls: 0 for no effect and ±100 for the full control effect
Target sequence (Q9Y253 whole entry, looked up): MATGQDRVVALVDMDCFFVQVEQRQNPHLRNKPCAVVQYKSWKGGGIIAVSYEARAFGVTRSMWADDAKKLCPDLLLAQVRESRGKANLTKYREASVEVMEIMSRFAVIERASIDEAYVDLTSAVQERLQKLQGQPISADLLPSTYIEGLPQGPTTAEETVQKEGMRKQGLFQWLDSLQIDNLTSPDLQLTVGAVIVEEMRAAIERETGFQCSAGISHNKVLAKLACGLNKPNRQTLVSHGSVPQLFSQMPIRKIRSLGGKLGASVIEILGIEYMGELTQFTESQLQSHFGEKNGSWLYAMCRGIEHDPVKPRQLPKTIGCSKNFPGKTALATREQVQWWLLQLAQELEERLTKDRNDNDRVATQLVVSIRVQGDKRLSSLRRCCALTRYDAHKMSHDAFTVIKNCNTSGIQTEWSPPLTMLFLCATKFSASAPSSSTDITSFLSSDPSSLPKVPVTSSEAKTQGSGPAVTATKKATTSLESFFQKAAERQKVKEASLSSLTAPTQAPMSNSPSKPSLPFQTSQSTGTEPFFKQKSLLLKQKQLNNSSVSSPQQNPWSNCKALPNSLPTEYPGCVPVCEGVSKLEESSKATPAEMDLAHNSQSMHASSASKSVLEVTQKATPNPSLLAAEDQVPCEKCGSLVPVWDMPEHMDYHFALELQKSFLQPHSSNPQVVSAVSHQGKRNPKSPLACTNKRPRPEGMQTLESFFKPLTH
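Pol eta (10 nM) was preincubated with compounds for 15 min at room temperature, after which fluorescent replication substrate (50 nM final) was added to start the reaction. Fluorescence was read kinetically at 0 and 10 min.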
BLM helicase inh = qHTS Assay for Inhibitors of Bloom's syndrome helicase (BLM); AID 2528, 2010; 0.2% of 350,000 active; Potency, µM (highest dose often 56.1 µM), without a hit: top-dose activity change, negative = inhibition, actives largely listed as inhibitors; RecQ-like DNA helicase BLM (Homo sapiens), P54132; recombinant BLM DNA unwinding, fluorescence dequenching;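 also: plate controls were vehicle for no effect and no enzyme for full effect; nearly all actives have a fitted effect of over 35% in size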
Pol iota inh = qHTS for Inhibitors of Polymerase Iota. DNA polymerase iota (Homo sapiens), Q9UNA4. Pol iota fluorescent replication assay, 10 min. Potency, µM (doses to about 115 µM), for the others: at the top dose activity, negative = inhibition, usual class: inhibitors. 1% of 390,000 active
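Fluorescent replication assay read twice, at 0 min and 10 min after adding 50 nM (final) substrate. Enzyme (10 nM) and compounds were first incubated 15 min at room temperature; enzyme-free buffer wells were negative controls.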
G9a block = qHTS Assay for Inhibitors of Histone Lysine Methyltransferase G9a | Histone-lysine N-methyltransferase EHMT2 (Homo sapiens), Q96KQ7 | 8.8% of 350,000 active | G9a H3K9 monomethylation, AlphaScreen, 2 h | AID 504332, 2011 | Potency, µM (titrated, usually from 102 µM), for inactives: at the top dose activity, negative = inhibition, most hits filed as inhibitors; also: % is scaled to controls: 0 for no effect and ±100 for the full control effect; nearly all actives have a fitted effect of over 75% in size
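Enzyme 20 nM + cpd, 15 min RT; add b-H3K9 pep 500 nM / SAM 20 uM; 2 h RT; anti-H3K9me1 Ab 0.5 ug/mL + SA donor / anti-rabbit acceptor beads 20 ug/mL each, 10 min; AlphaScreen read.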
APE1 inh = qHTS Assay for Inhibitors of the Human Apurinic/apyrimidinic Endonuclease 1 (APE1); DNA repair nuclease/redox regulator APEX1 (Homo sapiens), P27695; recombinant APE1, TAMRA/BHQ-2 abasic DNA cleavage fluorescence; Potency, µM (titrated, usually from 65.8 µM), for inactives: top-dose activity change, negative = inhibition, usual class: inhibitors; 0.35% of 350,000 active;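 also: plate controls were vehicle for no effect and reference inhibitor for full effect; nearly all actives have a fitted effect of over 55% in size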
Target sequence (P27695 whole entry, looked up): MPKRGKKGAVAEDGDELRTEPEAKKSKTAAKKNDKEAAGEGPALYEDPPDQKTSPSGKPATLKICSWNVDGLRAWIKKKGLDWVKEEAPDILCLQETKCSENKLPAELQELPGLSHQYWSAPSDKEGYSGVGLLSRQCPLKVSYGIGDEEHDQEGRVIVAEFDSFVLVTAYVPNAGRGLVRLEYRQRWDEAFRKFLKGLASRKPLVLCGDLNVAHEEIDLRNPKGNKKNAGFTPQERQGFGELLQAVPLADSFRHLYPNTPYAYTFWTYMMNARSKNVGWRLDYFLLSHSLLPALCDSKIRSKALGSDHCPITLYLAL
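Step 1: APE1 (0.75 nM) with compound, 15 min RT. Step 2: add 50 nM fluorophore/quencher THF duplex. Step 3: three fluorescence reads 60 s apart (525/598 nm); read 3 minus read 1 = reaction progress.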
JMJD2A Tudor = qHTS Assay for Inhibitors of JMJD2A-Tudor Domain | AlphaScreen JMJD2A-Tudor / H3K4me3 peptide binding | 4.4% of 390,000 active | AID 504339, 2011 | Lysine-specific demethylase 4A (Homo sapiens), O75164 | Potency, µM (top dose mostly 114 µM), for the others: at the top dose activity change, negative = inhibition, usual class: inhibitors; also: % is scaled to controls: 0 for no effect and ±100 for the full control effect; nearly all actives have a fitted effect of over 50% in size
Pol beta inh = qHTS Assay for Inhibitors of DNA Polymerase Beta | P06746 | Pol beta primer extension/strand displacement, fluorescence kinetic | Potency, µM (doses to about 114 µM), without a hit: at the highest dose activity change, negative = inhibition, most hits filed as inhibitors | 1.3% of 340,000 active; also: % is scaled to controls: 0 for no effect and ±100 for the full control effect
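Pol beta (10 nM) was preincubated with compound for 15 min at room temperature. The reaction was then started with 50 nM substrate and read immediately and after a further 10 min at room temperature.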
POLK inh = qHTS for Inhibitors of Polymerase Kappa; DNA polymerase kappa (Homo sapiens), Q9UBT6; purified Pol kappa, fluorescent DNA synthesis assay, 10 min; Potency, µM (top dose mostly 107 µM), for the others: at the highest dose activity, negative = inhibition, most hits filed as inhibitors; 0.53% of 400,000 active; AID 588579, 2011; also: % is scaled to controls: 0 for no effect and ±100 for the full control effect
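Here, compound and 10 nM enzyme are combined for 15 min at room temperature; adding 50 nM substrate (final) starts DNA synthesis, tracked by fluorescence at 0 and 10 min against buffer-only wells.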
BAZ2B block = qHTS Assay for Inhibitors of BAZ2B; Bromodomain adjacent to zinc finger domain protein 2B (Homo sapiens), Q9UIF8; AlphaScreen BAZ2B-H3K14Ac peptide displacement; Potency, µM (titrated, usually from 114 µM), for the others: at the top dose activity change, negative = inhibition, most hits filed as inhibitors; 4.4% of 360,000 active; also: % is scaled to controls: 0 for no effect and ±100 for the full control effect; nearly all actives have a fitted effect of over 60% in size
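AlphaScreen displacement: compounds (up to 110uM) incubated 30 min at room temperature with a preformed 50 nM BAZ2B/50 nM biotinylated H3K14Ac peptide complex in PBS pH 7.4 with Tween-20. Donor and acceptor beads at 10 ug/mL final added, 20 min light-protected before reading.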
* hit, by the source's call; ? = inconclusive; . = no result given; & = joins results of further samples; [ ] = dose if it differs, or a comment. Calls follow the shape of the dose curve; as a rule, active = well fitted curve in the direction sought with a large enough effect; inconclusive = small, poorly fitted or top-dose-only effect, or another doubt; inactive = no such curve, though single readings can be large; an effect the other way counts as inactive or inconclusive. Potency is read from the fitted curve at half-maximal effect.

Start of the data: the first six compounds (preview)
SMILES | POLH inh | BLM helicase inh | Pol iota inh | G9a block | APE1 inh | JMJD2A Tudor | Pol beta inh | POLK inh | BAZ2B block
Cc1ccc(-n2nnnc2SCC(=O)c2ccc3c(c2)NC(=O)CO3)c(C)c1 | -17% | 0% | 25% | ? | 4% | -16% | 1% | -11% | 3%
CCOc1ccccc1C(=O)Nc1cc(C(=O)NCCc2ccccc2)ccc1Cl | -3% | -3% | -6% | -7%[12.7 µM] | 22% | -2% | 10% | -13% | 15%[57.1 µM]
CCOC(=O)c1cnn(Cc2ccccc2Cl)c1N | 4% | -5% | 1% | 35% | -3% | -8% | 1% | -3% | -4%
CCN1C(=O)/C(=C\N2CCN(C)CC2)SC1=S | -6% | -2% | -5% | -28% | -4% | -19% | 1% | -11% | -32%
COc1cc(NC(=O)CN2C(=O)COc3ccc(S(=O)(=O)N4CCCC4)cc32)cc(OC)c1 | 6% | 0% | -3% | 11%[59 µM] | -6% | -12% | 22% | -22% | -6%
CCOC(=O)c1c(-c2ccc(Br)cc2)csc1NC(=O)c1ccc(C(C)(C)C)cc1 | -15% | -2% | -15% | -1%[59 µM] | . | -3% | 26% | -19% | 2%

The whole of this part, from the first entry:
SMILES | POLH inh | BLM helicase inh | Pol iota inh | G9a block | APE1 inh | JMJD2A Tudor | Pol beta inh | POLK inh | BAZ2B block
Cc1ccc(-n2nnnc2SCC(=O)c2ccc3c(c2)NC(=O)CO3)c(C)c1 | -17% | 0% | 25% | ? | 4% | -16% | 1% | -11% | 3%
CCOc1ccccc1C(=O)Nc1cc(C(=O)NCCc2ccccc2)ccc1Cl | -3% | -3% | -6% | -7%[12.7 µM] | 22% | -2% | 10% | -13% | 15%[57.1 µM]
CCOC(=O)c1cnn(Cc2ccccc2Cl)c1N | 4% | -5% | 1% | 35% | -3% | -8% | 1% | -3% | -4%
CCN1C(=O)/C(=C\N2CCN(C)CC2)SC1=S | -6% | -2% | -5% | -28% | -4% | -19% | 1% | -11% | -32%
COc1cc(NC(=O)CN2C(=O)COc3ccc(S(=O)(=O)N4CCCC4)cc32)cc(OC)c1 | 6% | 0% | -3% | 11%[59 µM] | -6% | -12% | 22% | -22% | -6%
CCOC(=O)c1c(-c2ccc(Br)cc2)csc1NC(=O)c1ccc(C(C)(C)C)cc1 | -15% | -2% | -15% | -1%[59 µM] | . | -3% | 26% | -19% | 2%
CN1CCN(CCc2ccc(Cl)c(Cl)c2)CC1 | . | -13% | . | 42%[59 µM] | 1%&6% | . | . | 2%&-10%[19.4 µM] | .
COC(=O)CN(C(=O)CSc1nnc(-c2cccc(OC)c2)o1)c1ccc(OC)cc1 | 2% | -1% | 14% | ? | 0% | -25% | -12% | 3% | 0%
CC(C)(C)NC(=O)CN(Cc1ccccc1)S(=O)(=O)c1ccccc1 | -1% | -10% | 85%[activator] | 16% | -5% | -3% | 18% | -8% | 7%
COc1cc(C(=O)Nc2cc(C)ccc2OCc2cc(=O)n3c(C)csc3n2)cc(OC)c1OC | 5% | -3% | 0% | -2%[59 µM] | . | -31% | 1% | -3%[60.1 µM] | 8%

In another format: entries from further up.
POLH inh,BLM helicase inh,Pol iota inh,G9a block,APE1 inh,JMJD2A Tudor,Pol beta inh,POLK inh,BAZ2B block,structure
-3%,-3%,-6%,-7%[12.7 µM],22%,-2%,10%,-13%,15%[57.1 µM],CCOc1ccccc1C(=O)Nc1cc(C(=O)NCCc2ccccc2)ccc1Cl
-1%,-10%,85%[activator],16%,-5%,-3%,18%,-8%,7%,CC(C)(C)NC(=O)CN(Cc1ccccc1)S(=O)(=O)c1ccccc1

(cont.)
SMILES | POLH inh | BLM helicase inh | Pol iota inh | G9a block | APE1 inh | JMJD2A Tudor | Pol beta inh | POLK inh | BAZ2B block
COc1cc(SC)ccc1C(=O)Nc1ccccn1 | -17% | 1% | 67%[activator] | 24% | -1% | -4% | -11% | 1% | 5%
O=C(N/N=C/C=C/c1ccccc1)c1cccc(Br)c1 | -9% | -7% | -1% | 9%[0.501 µM] | -3% | -29% | 7% | 1% | 4%
CC1(C)CCC(=O)N(c2ccccc2)C1=O | -15% | 1% | 104%[activator] | 10%[59 µM] | -3% | -6% | 47% | -2% | 7%
Clc1cccc(Cl)c1CO/N=C/c1cccs1 | -6% | 1% | ? | 8% | -2% | -27% | -15% | -21% | -5%
c1ccc(-c2nn3c(-c4ccco4)nnc3s2)nc1 | ? | 1% | ? | 40µM* | 0% | -12% | -1% | -9% | -38%
FC(F)(F)c1cc(C(F)(F)F)c2ccc(N3CCOCC3)nc2n1 | -17% | -4% | 13% | 9% | 20% | 11% | 32% | 1% | 4%
Cc1ccc(S(=O)(=O)N2CCCC2C(=O)NCc2ccco2)cc1 (stereo unspecified) | 4% | -2% | -17% | -32%[12.7 µM] | 0% | -1% | 2% | -1% | -7%
Cc1cccc(C)c1NC(=O)CN(C)CC(=O)Nc1ccccc1Oc1ccccc1 | -10% | -6% | 4% | 5% | 7% | -23% | 10% | -2% | -2%
CCN(CC)c1nn2c(=O)c(C(=O)NCCc3ccccc3C)cnc2s1 | -6% | 4% | -4% | 24%[59 µM] | . | -9% | 6% | 23% | -6%
Cc1noc(C)c1C(=O)N1CCC2(CC1)CCN(C(c1ccccc1)c1ccccc1)CC2 | . | -16% | . | -7%[12.7 µM] | -4% | . | . | -15%[60.1 µM] | .
CC1CCC(C(=O)NC(C(=O)N2CCN(c3ccccn3)CC2)C(C)C)CC1 (stereo unspecified) | -8% | 2% | 23% | 7%[59 µM] | -2% | -10% | 6% | -7% | ?
O=C(COC(=O)COc1ccc2ccccc2c1)NC1CCCc2ccccc21 (stereo unspecified) | -7% | -4% | 146%[activator] | 22%[59 µM] | -5% | -6% | 5% | -4% | 4%
COC(=O)N/N=C(\C)c1ccccc1Br | -5% | -1% | 2% | 22%[0.501 µM] | 10% | 7% | 2% | -14% | 3%
CC1NC(=O)NC1CCCCC(=O)O (stereo unspecified) | 4% | 0% | ? | 21%[59 µM] | 2% | 0%[11.4 µM] | 0% | 3% | .
COc1ccc(N2CC(C(=O)Nc3ccc(S(=O)(=O)N4CCOCC4)cc3)CC2=O)cc1 (stereo unspecified) | -20% | 1% | 29% | -1% | 1% | -1% | 28% | 2% | -3%
CCCS(=O)(=O)c1nc(S(=O)(=O)c2ccc(C)cc2)c(N2CCC3(CC2)OCCO3)s1 | -15% | 1% | 33%[activator] | . | -11% | -26% | -1% | -6% | -12%
O=C(CCCOc1ccc(Cl)cc1Cl)N/N=C/c1ccc(Cl)cc1 | -9% | -7% | 7% | 28%[59 µM] | 10% | ? | -28% | -5% | -26%
O=C(c1ccc(C(F)(F)F)cc1)C1CCCN(Cc2cccn2-c2ncccn2)C1 (stereo unspecified) | 0% | 1% | 5% | -23% | 5% | -22% | ? | -5% | -29%
Cc1noc(C)c1C(=O)OC(C)C(=O)NC(C)c1ccc(Cl)cc1Cl (stereo unspecified) | -20% | . | 13% | . | 9% | 7% | . | -13% | .
CCOc1[nH]n(-c2ccccc2)c(=O)c1C=NCC(=O)OC | -21% | -8% | 18% | 18% | 7% | -2% | 13% | 4% | -5%
COc1ccc(NC(=O)c2cc3c(=O)n(Cc4cccnc4)ccc3nc2C)cc1Cl | -15% | 2% | 5% | 6%[59 µM] | . | -20% | 3% | 0% | 13%
O=C(NCc1ccncc1)c1ccc(Cl)c(S(=O)(=O)N2CCOCC2)c1 | -3% | -1% | 10% | -10%[59 µM] | -6% | -7% | 41% | -14% | 0%
COc1ccc(NC(=O)CC2C(=O)N(c3cccc(OC)c3)C(=O)N2Cc2ccco2)cc1 (stereo unspecified) | -2% | 1% | 0% | -12% | 0% | -20% | 4% | 1% | 1%
COCC(=O)Nc1ccc(S(=O)(=O)NCC2CCCO2)cc1 (stereo unspecified) | -14% | -10% | 186%[activator] | 25% | -5% | 0% | ? | -8% | 1%
Cc1ccccc1Cn1c(C)c(CNCCCc2ccccc2)c(C(=O)O)c1C | -20% | -1% | 23% | 11%[59 µM] | . | -32% | 6% | -8% | -18%
COc1ccc(C(=O)NC(CC(=O)O)c2cc([N+](=O)[O-])ccc2Cl)cc1 (stereo unspecified) | 7% | -2% | 5% | -48% | 0% | -9% | -1% | -15% | .
Cc1c(C(=O)O)cccc1-c1ccc(/C=N/n2cnnc2)o1 | 20µM* | 2% | 35µM* | 35µM* | -24% | 89µM* | 25µM* | 89µM* | 79µM*
COc1cc(OC)c(/C=N/NC(=O)c2ccc([N+](=O)[O-])cc2)cc1Br | -14% | -2% | 26% | 22%[59 µM] | 0% | -22% | 2% | 0% | 1%
O=C(COC(=O)CC(NC(=O)c1ccccc1Cl)c1ccccc1)Nc1cccc(F)c1 (stereo unspecified) | -19% | 1% | 20% | -3%[59 µM] | 15% | -10% | 30% | -11%[60.1 µM] | -6%
Cc1ccc(CNC(=O)C(C(=O)NCc2ccc(C)o2)c2ncc(C(F)(F)F)cc2Cl)o1 | -10% | -2% | 3% | ? | -7% | -4% | 14% | 2% | ?
CCOc1ccccc1NC(=O)C(CC)Sc1nc2ccsc2c(=O)n1CCC(=O)O (stereo unspecified) | 0% | 3% | 11% | . | -13% | 4% | -4% | -13% | -4%

These rows are one share of the data; the hit share may differ from the screen's.
